EPAC1 antag – qHTS for Antagonist of cAMP-regulated guanine nucleotide exchange factor 3 (EPAC1): primary screen; Rap guanine nucleotide exchange factor 3 (Homo sapiens), O95398; EPAC1 GEF assay, Rap1b-BODIPY-GDP exchange fluorescence; Potency, µM (highest dose often 115 µM), inactives show at the highest dose activity change, negative = inhibition, usual class: inhibitors; 360,000 compounds, 0.14% hits; AID 720709, 2013;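 note: potency is the fitted concentration of half-maximal effect; plate controls were vehicle for no effect and positive control for full effect; nearly all actives have a fitted effect of over 50% in size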
EPAC1 ag – qHTS for Agonist of cAMP-regulated guanine nucleotide exchange factor 3 (EPAC1): primary screen. 360,000 compounds, 0.073% hits. Potency, µM (titrated, usually from 154 µM), for inactives: top-dose activation, usual class: activators. AID 720707, 2013. Rap guanine nucleotide exchange factor 3 (Homo sapiens), O95398. EPAC1 agonist qHTS, biochemical assay; response scale: 100% = response to 6.5 mM cAMP; note: potency is the fitted concentration of half-maximal effect; nearly all actives have a fitted effect of over 60% in size
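Normalized to 6.5 mM cAMP, activity reflects EPAC1-catalysed release of BODIPY-GDP from Rap1B, followed kinetically over 30 min at 480 nm excitation, 540 nm emission. Reaction contained 100 nM EPAC1, 250 nM Rap1B-BODIPY-GDP, 50 uM GDP.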
FUS suppressor – qHTS for Suppressors of FUS Proteinopathy: Primary screen using FUS-linked yeast assay. S. cerevisiae FUS-expressing, growth rescue, OD600, 24 h. Potency, µM (highest dose often 76.6 µM), inactives show at the highest dose growth rescue (activation), usual class: activators. 390,000 compounds, 0.24% hits. AID 1347120, 2019;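 note: potency is the fitted concentration of half-maximal effect; plate controls were DMSO vehicle for no effect and reference control for full effect; nearly all actives have a fitted effect of over 55% in size; some results filed as inactive show a strong effect at the top dose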
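Absorbance at 600 nm, taken 24hr after compound addition, measured rescue of FUS-yeast growth at 30C. Induction used 2% galactose with seeding at OD 0.005. Controls: CP55940 from 92uM final, DMSO only.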
PI5P4Ka inh – qHTS for Inhibitors of phosphatidylinositol 5-phosphate 4-kinase (PI5P4K); Phosphatidylinositol 5-phosphate 4-kinase type-2 alpha (Homo sapiens), P48426; PI5P4Kalpha enzyme, ADP-Glo luminescence, 60 min; active compounds read low; max response, %; 330,000 compounds, 1.2% hits; AID 652105, 2013; active = max response of -50% or lower; inconclusive = between -30% and -50%; inactive = -30% or higher; note: value at the top dose of about 77 µM; % is set by controls: 0 for no effect and ±100 for the full control effect
Target sequence (P48426 whole entry, looked up): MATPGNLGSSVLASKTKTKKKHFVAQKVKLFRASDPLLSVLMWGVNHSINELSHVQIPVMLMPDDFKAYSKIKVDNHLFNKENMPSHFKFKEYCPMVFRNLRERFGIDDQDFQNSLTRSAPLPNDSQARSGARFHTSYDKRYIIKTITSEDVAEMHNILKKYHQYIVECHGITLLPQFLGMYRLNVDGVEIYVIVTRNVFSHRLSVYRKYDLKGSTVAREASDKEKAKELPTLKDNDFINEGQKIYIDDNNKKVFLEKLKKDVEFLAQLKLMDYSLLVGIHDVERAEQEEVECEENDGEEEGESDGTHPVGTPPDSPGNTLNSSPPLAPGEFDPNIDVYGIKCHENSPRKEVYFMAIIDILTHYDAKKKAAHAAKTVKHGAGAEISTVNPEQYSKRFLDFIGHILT
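Luminescence from ADP-Glo served as readout of PI5P4Kalpha activity in a qHTS format. Reaction: enzyme, substrate, compound, ATP at 5 microM final, 60 min at RT.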
Abeta rescue – qHTS for compounds that reverse cellular toxicity of Amyloid beta (A-beta) peptide in yeast: Primary Screen | yeast expressing A-beta42, growth rescue, OD600, 48 h; response scale: 0% DMSO, 100% iron-clioquinol control | Potency, µM (top dose mostly 46.1 µM), for inactives: top-dose growth rescue, actives largely listed as activators | 410,000 compounds, 0.063% hits | AID 1347071, 2019; note: potency is the fitted concentration of half-maximal effect; nearly all actives have a fitted effect of over 55% in size
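Growth rescue measured by 600 nm absorbance after 48 h yeast culture at 30 C with compound. Values normalized between DMSO and an equimolar ferric chloride plus clioquinol control.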
IL-2 act – qHTS of IL-2 Activators. 360,000 compounds, 0.065% hits. activation, % (series mostly up to about 46 µM). AID 652025, 2013. IL-2 activation reporter assay, cell-based qHTS; stimulated with anti-CD3/CD4/CD28 beads; in transgenic mouse T cells; in the data active = activation above about 50%; inconclusive = mostly about 30% to 49%; note: 0% is about no effect
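Quantitative HTS in unstimulated transgenic mouse T cells, with memory T cells as non-tolerant control and PMA/ionomycin as tolerance-bypass control. Compound pretreatment lasted 60 minutes before 18 h bead stimulation; EGFP/DsRed fluorescence read.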
WRN inhibitor – qHTS for Inhibitors of WRN Helicase; Bifunctional 3'-5' exonuclease/ATP-dependent helicase WRN (Homo sapiens), Q14191; WRN helicase unwinding, fluorescent forked duplex, kinetic; Potency, µM (doses to about 114 µM), for the others: at the top dose activity change, negative = inhibition, most hits filed as inhibitors; 360,000 compounds, 0.46% hits; note: potency is the fitted concentration of half-maximal effect; % is set by controls: 0 for no effect and ±100 for the full control effect; nearly all actives have a fitted effect of over 55% in size
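Fluorescence dequenching readout, ex 525 nm/em 598 nm, kinetic mode: forked duplex DNA (100 nM final) with adjacent fluorophore and quencher unwound by WRN (20 nM final) with 2 mM ATP. Compound preincubation 15 min, room temperature.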
PLK1 PBD inh – qHTS for Inhibitors of PLK1-PDB (polo-like kinase 1 - polo-box domain): Primary Screen. 360,000 compounds, 2.8% hits. Potency, µM, for the others: max response, negative = inhibition, actives largely listed as inhibitors. Plk1 PBD binding of FITC phosphopeptide, fluorescence polarization. Serine/threonine-protein kinase PLK1 (Homo sapiens), P53350; note: potency is the fitted concentration of half-maximal effect; series mostly up to about 57 µM; % is set by controls: 0 for no effect and ±100 for the full control effect; nearly all actives have a fitted effect of over 65% in size
Target sequence (P53350 whole entry, looked up, the tested form may be a part): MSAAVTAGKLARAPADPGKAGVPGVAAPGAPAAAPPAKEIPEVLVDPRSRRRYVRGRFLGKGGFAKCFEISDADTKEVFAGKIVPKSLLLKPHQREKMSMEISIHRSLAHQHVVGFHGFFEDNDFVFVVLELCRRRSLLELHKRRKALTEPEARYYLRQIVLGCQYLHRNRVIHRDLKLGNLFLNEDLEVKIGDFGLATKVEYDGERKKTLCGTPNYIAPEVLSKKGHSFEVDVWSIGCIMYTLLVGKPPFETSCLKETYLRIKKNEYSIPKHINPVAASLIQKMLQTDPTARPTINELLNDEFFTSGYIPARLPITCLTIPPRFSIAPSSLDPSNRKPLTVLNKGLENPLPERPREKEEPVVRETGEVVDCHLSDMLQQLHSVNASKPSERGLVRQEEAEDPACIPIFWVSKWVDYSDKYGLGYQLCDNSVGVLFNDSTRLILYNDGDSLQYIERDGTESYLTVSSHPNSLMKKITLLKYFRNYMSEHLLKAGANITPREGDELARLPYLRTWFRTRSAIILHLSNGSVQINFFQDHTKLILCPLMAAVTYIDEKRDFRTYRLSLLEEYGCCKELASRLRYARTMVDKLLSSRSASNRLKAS
* hit, by the source's call; ? = inconclusive; nt = not tested or not shown; & = joins results of further samples; [ ] = another dose, or the depositor's remark. Unless noted, calls come from the whole dose curve; as a rule, active = well fitted curve in the direction sought with a large enough effect; inconclusive = small, poorly fitted or top-dose-only effect, or another doubt; inactive = no such curve, though single readings can be large; an effect the other way counts as inactive or inconclusive.

1) COc1ccc(N(CCC#N)C(=O)/C(C#N)=C/c2cccs2)cc1
2) O=C(Nc1cccc(S(=O)(=O)C(F)F)c1)c1ccc(Cl)c(S(=O)(=O)N2CCOCC2)c1
3) C[C@H](NC(=O)[C@H]1N2C(=O)c3ccccc3C2SC1(C)C)C(=O)N1CCN(C)CC1 (stereo not given in full)
4) COc1cccc(N2CCN(CC(=O)NCc3ccccc3)CC2)c1
5) Cc1ccccc1-n1c(=O)cc(N2CCC3(CC2)OCCO3)[nH]c1=O
6) COc1ccccc1NC(=O)CSc1nc(SC)ns1

compound no.	1	2	3	4	5	6
EPAC1 antag	-16%	-23%	-17%	-7%	2%	-3%
EPAC1 ag	1%	-4%	-8%	-4%	-3%	-1%
FUS suppressor	13%	nt	-13%	-15%	nt	-20%
PI5P4Ka inh	-1	0	2	1	2	17
Abeta rescue	1%	0%	1%	0%	1%	0%
IL-2 act	0.0	-7.8	2.8	1.9	-0.1	-1.0
WRN inhibitor	6%	-29%	9%	-19%	-7%	-7%
PLK1 PBD inh	1%	-3%	3%	-7%	4%	-13%

7) CSC1=NSC2=NC(=O)/C(=C\c3cccs3)C(=N)N12
8) O=C(CSc1nnnn1-c1ccc(F)cc1)NC1CCCCC1
9) COc1cc(C(=O)Oc2ccccc2/C=N/NC(=O)c2ccc(Cl)cc2)cc(OC)c1OC
10) Cc1cc(N2C(=O)CC(N3CCN(C(c4ccccc4)c4ccccc4)CC3)C2=O)no1 (stereo not given)
11) Cc1cc(C)n2c(SCC(C)C)nnc2n1
12) [O-][N+](=Cc1ccccc1)CC1(O)CCCCC1

compound no.	7	8	9	10	11	12
EPAC1 antag	4%	-23%	7%	-9%	6%	7%
EPAC1 ag	-2%	6%	13%	-5%	-2%	-2%
FUS suppressor	nt	11%	33%	7%	-11%	-1%
PI5P4Ka inh	?	-4	12	-5	-2	-9
Abeta rescue	-14%	13%	-11%	7%	8%	-3%
IL-2 act	0.0	-2.4	0.2	0.9	-0.4	-2.0
WRN inhibitor	-18%	7%	-16%	-5%	-4%	-1%
PLK1 PBD inh	-10%	27µM*	1%	2%	0%	-9%

13) CCOc1ccc(CSC(=N)N)cc1
14) Cc1cccc(NC(=O)C2CC(O)CN2C(=O)OCc2ccccc2)c1 (stereo not given)
15) CCCCNC(=O)CCn1c(=O)c2ccccc2n(Cc2cc(C)ccc2C)c1=O
16) COC(=O)[C@@]12C[C@@H](CC(=O)NCc3ccc(OC)c(OC)c3)C(=O)N(Cc3ccco3)C1=CCC(C)(C)C2
17) COc1ccc(NC(=O)C23CCC(C)(C(=O)O2)C3(C)C)cc1 (stereo not given)
18) O=C(NCCN1CCC(n2c(=O)[nH]c3ccccc32)CC1)c1cc(F)cc(F)c1

compound no.	13	14	15	16	17	18
EPAC1 antag	14%	-22%	-16%	-18%	2%	-15%
EPAC1 ag	-1%	-17%	3%	-2%	8%	-1%
FUS suppressor	19%	11%	-3%	25%	19%	-14%
PI5P4Ka inh	3	-2	4	0	nt	6
Abeta rescue	2%	-18%	-2%&0%	0%	0%	-10%
IL-2 act	-1.4	-0.5	0.0	-0.6	-2.5	-0.2
WRN inhibitor	2%	-5%	-6%	3%	-1%	-1%
PLK1 PBD inh	-10%	-10%	-7%	2%	-10%	6%

19) Cc1ccc(/C=N/n2c(C)nnc2C)s1
20) O=C1c2cccnc2C(O)N1Cc1ccc(F)cc1 (stereo not given)
21) C/C(=N\NC(=O)c1cc2ccccc2cc1O)c1cccs1
22) Cc1ccccc1N1CC(C(=O)Nc2ccc3c(c2)OCO3)CC1=O (stereo not given)
23) CCOc1cc(NC(=O)C2CC2)c(OCC)cc1NC(=O)c1cccc(F)c1
24) Cc1ccc(S(=O)(=O)N(c2cccc(C(F)(F)F)c2)C2C=CS(=O)(=O)C2)cc1 (stereo not given)

compound no.	19	20	21	22	23	24
EPAC1 antag	-3%	-4%	?	-4%	-2%	5%
EPAC1 ag	7%	8%	0%	7%	-3%	-6%
FUS suppressor	-2%	18%	35%	8%	-28%	19%
PI5P4Ka inh	-7	nt	-15	-5	-7	nt
Abeta rescue	11%	-23%	2%	-3%	-15%	-1%
IL-2 act	-1.3	2.7	1.1	0.9	-0.2	-0.9
WRN inhibitor	-11%	-7%	?	-8%[57.1 µM]	-2%	-13%
PLK1 PBD inh	27µM*	-14%	-13%	3%	3%	1%

25) COc1ccc(C(C)(O)c2nc(-c3ccc(OC)nc3)cs2)cc1 (stereo not given)
26) CC(=O)C1C(c2ccc(Cl)cc2)c2c(n[nH]c2C)CC1(C)O (stereo not given)
27) C/C(=N\OCC(=O)Nc1ccc(F)c(F)c1F)c1cc2ccccc2o1
28) COc1cc(-c2nnn(CC(=O)NCc3ccccc3)n2)cc(OC)c1OC
29) COc1cc(Cl)c(S(=O)(=O)N2CC(C)OC(C)C2)cc1Cl (stereo not given)
30) COc1cc(C(=O)OC(C)CN2CCN(C)CC2)cc(OC)c1OC (stereo not given)

compound no.	25	26	27	28	29	30
EPAC1 antag	-13%	7%	-5%	?	-7%	4%
EPAC1 ag	2%	-8%	2%	8%	-5%	1%
FUS suppressor	15%	-27%	24%	27%&-9%	18%	-5%
PI5P4Ka inh	7	0	15	-3	nt	-2
Abeta rescue	26%	0%	-9%	1%&0%	30%	-10%
IL-2 act	0.2	-0.5	-3.3	3.9	0.9	0.2
WRN inhibitor	-10%	5%	2%	-2%[57.1 µM]	1%	-1%
PLK1 PBD inh	4%	-6%	1%	-5%	-1%	-21%

Part of the list above, reformatted.
Each structure is followed by: EPAC1 antag	EPAC1 ag	FUS suppressor	PI5P4Ka inh	Abeta rescue	IL-2 act	WRN inhibitor	PLK1 PBD inh
(26) CC(=O)C1C(c2ccc(Cl)cc2)c2c(n[nH]c2C)CC1(C)O (stereo not given)
    7%	-8%	-27%	0	0%	-0.5	5%	-6%
(27) C/C(=N\OCC(=O)Nc1ccc(F)c(F)c1F)c1cc2ccccc2o1
    -5%	2%	24%	15	-9%	-3.3	2%	1%
(28) COc1cc(-c2nnn(CC(=O)NCc3ccccc3)n2)cc(OC)c1OC
    ?	8%	27%&-9%	-3	1%&0%	3.9	-2%[57.1 µM]	-5%
(29) COc1cc(Cl)c(S(=O)(=O)N2CC(C)OC(C)C2)cc1Cl (stereo not given)
    -7%	-5%	18%	nt	30%	0.9	1%	-1%
(30) COc1cc(C(=O)OC(C)CN2CCN(C)CC2)cc(OC)c1OC (stereo not given)
    4%	1%	-5%	-2	-10%	0.2	-1%	-21%

(list continues)
31) COc1ccc(-c2noc(CCC(=O)NC3CCCCCC3)n2)cc1OC
32) COc1ccc(C(O)(CCN2CCOCC2)c2ccccc2)cc1 (stereo not given)
33) C/C(=N\NC(=O)CSc1nc(C)[nH]c1[N+](=O)[O-])c1ccc(F)cc1
34) COC(=O)c1cccc(NC(=O)Cc2coc3cc(OC)ccc23)c1
35) O=C(CCN1CCc2ccccc2C1)Nc1ccccc1F
36) CN(C)CCNC(=O)Nc1ccc(Cl)c(Cl)c1

compound no.	31	32	33	34	35	36
EPAC1 antag	-5%	6%	5%	-18%	13%	9%
EPAC1 ag	7%	3%	0%	19%	1%	-1%
FUS suppressor	-6%	11%	11%	7%	8%	-5%
PI5P4Ka inh	1	-5	-67*	nt	-4	nt
Abeta rescue	-11%	3%	-2%	5%	0%	3%
IL-2 act	-0.2	3.4	0.2	-2.6	1.0	-0.6
WRN inhibitor	9%	12%	-1%	-15%	1%	5%
PLK1 PBD inh	-13%	-2%	0%	-6%	-1%	-6%

37) CN(C)S(=O)(=O)c1cccc(-c2nnc(SCc3ccc4c(c3)OCCO4)o2)c1
38) CC(C)=CCC/C(C)=C/CC/C(C)=C/COc1ccc2ccc(=O)oc2c1
39) CCCCn1c(N)c(N(CC)C(=O)C2CCCC2)c(=O)[nH]c1=O
40) COc1ccc(N(CC(=O)N2CCOCC2)S(C)(=O)=O)cc1OC
41) Cc1cc2c(cc1C)C(=O)C(Br)=C(N)C2=O
42) COc1ccc(NC(=O)Cn2cccc2)c(OC)c1
43) CC(=O)c1cccc(NC(=O)C2=CC(c3ccc4c(c3)OCO4)=NS(=O)(=O)N2C)c1
44) O=C(NCc1ccccc1)C1(CC2CC(c3ccccc3)=NO2)CCNCC1 (stereo not given)

compound no.	37	38	39	40	41	42	43	44
EPAC1 antag	-5%	-7%	0%	-3%	-1%	8%	-9%	1%
EPAC1 ag	6%	-3%	-10%	-4%	-7%	-6%	12%	2%
FUS suppressor	19%	-5%	-24%	9%	-17%	20%	0%&-1%	14%
PI5P4Ka inh	13	0	4	0	?	nt	-2	13
Abeta rescue	6%	1%	-5%	5%	-6%	25%	-12%&4%	2%
IL-2 act	-0.4	1.5	0.9	-0.4	1.3	-1.3	-1.0	-0.1
WRN inhibitor	4%	7%	-1%	14%	6%	-3%	-11%	7%
PLK1 PBD inh	-10%	1%	-7%	-10%	-23%	-6%	-11%	-10%
